# Bioassay records from PubChem BioAssay.
# USP30 block = human USP30 deubiquitinase inhibition; Q70CQ3; purified USP30, Ub-rhodamine cleavage fluorescence; inhibition, % at 25 µM; 47,000 tested, 5.3% active; AID 1645860
# USP7 inh = blocks human USP7 ubiquitin-rhodamine cleavage. Q93009. purified USP7, Ub-rhodamine cleavage fluorescence. inhibition, % at 20 µM. 47,000 tested, 0.3% active. AID 1645854
# USP10 block = human USP10 deubiquitinase inhibition; inhibition, % at 20 µM; purified USP10, Ub-rhodamine fluorescence, 60 min; Q14694; AID 1645856; 47,000 tested, 1.1% active
# OTUD3 block = inhibitors of human OTUD3 deubiquitinase; purified OTUD3, Ub-rhodamine fluorescence, 2 h; inhibition, % at 25 µM; AID 1645858; Q5T2D3; 47,000 tested, 0.7% active
# Target sequence (Q5T2D3 whole entry, looked up): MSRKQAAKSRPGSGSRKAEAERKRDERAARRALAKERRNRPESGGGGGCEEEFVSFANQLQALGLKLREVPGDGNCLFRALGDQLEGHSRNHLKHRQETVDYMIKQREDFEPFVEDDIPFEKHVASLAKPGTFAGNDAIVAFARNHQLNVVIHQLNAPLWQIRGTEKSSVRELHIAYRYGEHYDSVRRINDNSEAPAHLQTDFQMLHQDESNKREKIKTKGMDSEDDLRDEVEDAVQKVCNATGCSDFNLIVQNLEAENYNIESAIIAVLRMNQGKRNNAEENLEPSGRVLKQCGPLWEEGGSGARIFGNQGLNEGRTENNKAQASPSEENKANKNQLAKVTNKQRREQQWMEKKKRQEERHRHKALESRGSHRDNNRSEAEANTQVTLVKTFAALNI
# USP17 block = blocks human USP17 ubiquitin-rhodamine cleavage. A8MUK1. purified USP17, Ub-rhodamine cleavage fluorescence, 3 h. inhibition, % at 50 µM. 47,000 tested, 6.5% active. AID 1645855
# USP8 inh = blocks human USP8 ubiquitin-rhodamine cleavage; P40818; purified USP8, Ub-rhodamine cleavage fluorescence, 30 min; inhibition, % at 20 µM; 47,000 tested, 4.2% active
# USP28 block = blocks human USP28 ubiquitin-rhodamine cleavage. purified USP28, Ub-rhodamine cleavage fluorescence, 30 min. inhibition, % at 25 µM. 47,000 tested, 3% active. AID 1645857
# UCHL1 inh = human UCHL1 deubiquitinase inhibition | P09936 | purified UCHL1, Ub-rhodamine cleavage fluorescence | inhibition, % at 20 µM | 47,000 tested, 0.2% active | AID 1645859
# Target sequence (P09936 whole entry, looked up): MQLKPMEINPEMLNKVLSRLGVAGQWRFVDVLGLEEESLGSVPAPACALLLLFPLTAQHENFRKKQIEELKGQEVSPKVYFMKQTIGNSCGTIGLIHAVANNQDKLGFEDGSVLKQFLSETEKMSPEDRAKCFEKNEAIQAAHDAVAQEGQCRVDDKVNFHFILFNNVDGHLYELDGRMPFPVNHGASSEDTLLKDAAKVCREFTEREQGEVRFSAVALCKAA
# Numbers without * were called inactive; i = inactive; · = not tested or not shown. Rule as the data show it: active = inhibition above about 30%; inactive = the rest.
no.	USP10 block	UCHL1 inh	USP8 inh	USP7 inh	USP17 block	OTUD3 block	USP28 block	USP30 block	canonical_smiles
1	-11	-18	-16	-13	-80	-45	-59	-237	COCCNC(=O)C1CCCN(c2ncnc3nn(-c4ccccc4)cc23)C1 (stereo not drawn)
2	6	0	-3	2	-1	0	2	3	Fc1ccc2[nH]c3c(N4CCSCC4)ncnc3c2c1
3	-4	-7	-3	-8	-6	-3	-12	-15	Cc1noc(C)c1CC(=O)N1CCCCC1c1cc(C)n2nccc2n1 (stereo not drawn)
4	-2	-3	0	-2	-6	-6	·	·	CCCCNC(=O)c1cc(-c2ccc(C)cc2)n(C2CCS(=O)(=O)C2)n1 (stereo not drawn)
5	-2	-2	-30	-1	-10	-4	-10	-26	Cc1ccccc1CNC(=O)N1CCC2(CC1)NC(=O)[C@H]1CN(CC(C)C)C[C@H]12
6	-6	-2	10	0	8	-40	-19	-75	COc1ccccc1C(=O)Nc1sc2c(c1-c1nc3ccccc3[nH]1)CCCC2
7	5	4	-8	4	0	16	9	25	CN(C)c1ncnc2c1ncn2[C@@H]1CC[C@@H](NC(=O)c2cccc(F)c2)[C@@H](O)[C@@H]1O
8	-5	3	-15	0	-1	0	12	-4	COc1ccccc1CNC(=O)c1cnc(N2CCCC2)nc1N
9	2	2	24	4	6	18	18	19	c1cncc(CN2CCC(c3ccnc(Nc4cncnc4)n3)CC2)c1
10	1	4	4	-23	-19	2	-1	-15	Cc1ccc(-c2nc(CN3C(=O)NC4(CCCCc5ccccc54)C3=O)cs2)cc1 (stereo not drawn)
11	0	-1	-3	-1	-4	-2	4	-8	Cc1ccc(NC(=O)c2cc(C(C)C)n(C3CCS(=O)(=O)C3)n2)cc1C (stereo not drawn)
12	-4	-4	1	-2	-23	0	-1	-41	Fc1ccc(-c2noc([C@@H]3CCCN3C3CCOCC3)n2)nc1
13	1	2	15	3	16	8	12	11	NC(=O)c1cc(CC2CCCN(C(=O)C3CCC3)CC2)ncn1 (stereo not drawn)
14	-2	-4	-62	-2	-23	-1	-12	-8	O=C(Nc1ccccc1)N1CCc2[nH]cnc2C1c1ccccn1 (stereo not drawn)
15	0	-6	-2	-13	-1	-1	-8	-8	CC(=O)c1cccc(NS(=O)(=O)c2c(C(C)C)nc3sc(C)cn23)c1
16	-1	-1	-11	-3	-17	-10	-14	-59	Cc1nc2c(c(=O)n1CC(=O)Nc1ccccc1F)CCN(Cc1ccccc1)C2
17	-1	-1	-2	-1	-16	-12	-16	-37	COc1ccc(-c2c(NC(=O)c3ccco3)n(C)c3ccccc3c2=O)cc1
18	1	0	18	2	5	-57	4	14	Cc1ccc(-n2c3c(c(=O)[nH]c2=O)CN(Cc2ccccc2)CN3)cc1
19	1	0	-48	0	2	14	18	24	O=C(O)c1cc(NC/C=C/c2ccccc2)ccc1N1CCOCC1
20	-3	3	8	0	-2	4	3	-6	Cc1nc(-c2ccc(C)c(S(=O)(=O)NCC(=O)Nc3cccc(Cl)c3)c2)no1
21	6	8	-10	11	-17	-10	8	-12	Cn1nnc2c(N3CCC(C(N)=O)(N4CCCCC4)CC3)nc(Cc3ccc(Cl)cc3Cl)nc21
22	0	-2	-18	0	-13	-3	-4	5	COc1ccc(S(=O)(=O)N2CCCC(c3nn(C)c4nccnc34)C2)cc1 (stereo not drawn)
23	-4	-2	-168	3	-10	9	4	-28	Cc1c(O)ccc(-c2csc(N)n2)c1O
24	-2	3	28	-81	11	9	9	-29	CCc1nc2ccc(C(=O)Nc3nc(-c4ccc5c(c4)CCN5C(=O)c4cccc(C)c4)c(C)s3)cc2nc1CC
25	1	1	-4	5	4	9	11	1	CC1(C)Cc2c(c(N3CCOCC3)nc3sc4c(SCC(=O)Nc5ccc(Br)cc5)ncnc4c23)CO1
26	-2	-3	-3	0	-2	0	-2	-4	Cc1ccccc1CNC(=O)c1csc(C(=O)N2CCCC2)n1
27	2	0	10	1	6	7	8	22	CNC(=O)c1sc2nccnc2c1C1CCN(C(=O)c2ccncc2)CC1
28	-11	-8	-24	-4	-39	-25	-31	-108	CN1CCCc2cc(C(CNC(=O)COc3ccccc3)N3CCOCC3)ccc21 (stereo not drawn)
29	2	1	13	-7	8	7	6	23	CC(C)(C)c1cc2n(n1)CCN(C(=O)c1ccccc1)C2
30	3	-1	-42	3	7	8	4	21	CCOCC1CN(S(=O)(=O)c2ccc(C)cc2)Cc2ccnn2C1 (stereo not drawn)

# Another view of some results above:
no.	structure	USP10 block	UCHL1 inh	USP8 inh	USP7 inh	USP17 block	OTUD3 block	USP28 block	USP30 block
20	Cc1nc(-c2ccc(C)c(S(=O)(=O)NCC(=O)Nc3cccc(Cl)c3)c2)no1	-3	3	8	0	-2	4	3	-6
21	Cn1nnc2c(N3CCC(C(N)=O)(N4CCCCC4)CC3)nc(Cc3ccc(Cl)cc3Cl)nc21	6	8	-10	11	-17	-10	8	-12
22	COc1ccc(S(=O)(=O)N2CCCC(c3nn(C)c4nccnc34)C2)cc1 (stereo not drawn)	0	-2	-18	0	-13	-3	-4	5
23	Cc1c(O)ccc(-c2csc(N)n2)c1O	-4	-2	-168	3	-10	9	4	-28
24	CCc1nc2ccc(C(=O)Nc3nc(-c4ccc5c(c4)CCN5C(=O)c4cccc(C)c4)c(C)s3)cc2nc1CC	-2	3	28	-81	11	9	9	-29
25	CC1(C)Cc2c(c(N3CCOCC3)nc3sc4c(SCC(=O)Nc5ccc(Br)cc5)ncnc4c23)CO1	1	1	-4	5	4	9	11	1
26	Cc1ccccc1CNC(=O)c1csc(C(=O)N2CCCC2)n1	-2	-3	-3	0	-2	0	-2	-4
27	CNC(=O)c1sc2nccnc2c1C1CCN(C(=O)c2ccncc2)CC1	2	0	10	1	6	7	8	22
28	CN1CCCc2cc(C(CNC(=O)COc3ccccc3)N3CCOCC3)ccc21 (stereo not drawn)	-11	-8	-24	-4	-39	-25	-31	-108
29	CC(C)(C)c1cc2n(n1)CCN(C(=O)c1ccccc1)C2	2	1	13	-7	8	7	6	23
30	CCOCC1CN(S(=O)(=O)c2ccc(C)cc2)Cc2ccnn2C1 (stereo not drawn)	3	-1	-42	3	7	8	4	21

# Next section.
no.	USP10 block	UCHL1 inh	USP8 inh	USP7 inh	USP17 block	OTUD3 block	USP28 block	USP30 block	canonical_smiles
31	-6	-2	-1	-2	0	0	1	-10	Cn1c(=O)c2ccc(C3CCCCN3Cc3cccnc3)nc2n(C)c1=O (stereo not drawn)
32	-2	-2	-6	1	-4	-3	-7	-9	Cc1ccc(CNS(=O)(=O)c2cc(-c3[nH]ncc3C(=O)N(C)C)oc2C)cc1
33	-2	0	0	3	1	-9	-6	-18	COc1ccc(CN(Cc2cc3cc(OC)c(OC)cc3[nH]c2=O)C(=O)Nc2ccccc2Cl)cc1
34	0	0	-47	1	19	11	16	5	COc1cccc(CNC(=O)C2c3ccccc3CC(=O)N2C)c1OC (stereo not drawn)
35	1	-1	-1	7	56*	8	5	9	Cc1ccc2c(=O)c(C(=O)Nc3ccccc3)cn(CC(=O)NC3CCCCC3)c2n1
36	-4	-31	-18	-39	-66	-85	-105	-407	O=C(O)c1cccc2nc(-c3cccc4ccccc34)cnc12
37	-2	-5	-6	-6	-8	-11	-6	-17	Cc1nc(-c2ccc(Cl)c(S(=O)(=O)N3CCCC(C(=O)N4CCCC4)C3)c2)no1 (stereo not drawn)
38	-7	-1	-8	-7	-5	-13	-18	-40	CN1C(=O)C2CCCCN2c2ccc(C(=O)NCCCN3CCCC3)cc21 (stereo not drawn)
39	3	-2	1	2	10	-1	-7	10	CCN1C(=O)c2c(C(=O)NC3CC3)ncn2CC1(C)C(=O)NC1CCCC1 (stereo not drawn)
40	-6	0	8	-92	24	-11	-4	-35	CCCCOc1ccc(-c2cc3c(N4CCN(C(=O)c5ccco5)CC4)nccn3n2)cc1
41	0	0	5	4	6	9	5	11	CN1[C@H]2CCN(C(=O)c3cnccn3)CC[C@@H]2Oc2ccccc2S1(=O)=O
42	5	5	-58	9	-5	6	1	8	COc1ccc(OC)c(S(=O)(=O)n2c(/C=C/c3ccccc3Cl)nc3ccccc32)c1
43	3	-2	6	1	1	0	0	10	CCc1nccn1-c1cncc(C2CCCN2C(=O)c2scnc2C)n1 (stereo not drawn)
44	-1	-1	-5	-1	-7	-5	-4	-2	O=C(Cc1nnc(-c2cnccn2)o1)NCc1ccc(Cl)cc1
45	2	-2	1	1	14	-35	-17	-93	CN(C)c1ccc(NC(=O)CN2C(=O)[C@H]3CCCN3c3ncccc32)cc1
46	-2	-1	-7	0	-12	-4	-12	-19	CCOCCCn1c(=O)[nH]c(=O)c2c(N)c(C(=O)c3ccc(OC)c(OC)c3)sc21
47	0	0	-10	1	12	12	14	29	CC1CCCCN1C(=O)Cn1ncc2cccn2c1=O (stereo not drawn)
48	3	-2	0	1	8	5	19	22	O=C1NCC2(C/C=C/CCOc3ccccc31)CCN(C(=O)c1n[nH]c3c1CCC3)CC2
49	1	4	14	5	8	5	6	28	CC1CCC2(CC1)CC(=O)c1ccc(OCC(=O)O)cc1O2 (stereo not drawn)
50	1	2	1	·	9	9	14	30*	COc1ccc(-c2cn(-c3ccc(SC(F)F)cc3)c3[n+]2CCC3)cc1OC
51	3	-2	-67	2	-2	1	-8	-15	Cc1ccc(COc2cc(C(=O)NCCc3ccccc3C)c3ccccc3n2)cc1
52	-2	-3	-2	-2	-1	0	-5	-1	O=C(C1CCCC1)N1CCCC(Cc2cc(-c3ccccc3)no2)(C(=O)O)C1 (stereo not drawn)
53	6	10	5	7	6	13	19	4	Cc1cc(NC(=O)c2cccc(S(=O)(=O)N(C)C)c2)n(-c2ccccn2)n1
54	-10	-155	-186	-147	-128	-179	-192	i	CS(=O)(=O)c1ccc(CCN2CCc3nc4cccnc4cc3C2)cc1
55	-3	1	4	1	·	3	1	0	COc1cccc(C(c2c(O)cc(C)n(C)c2=O)c2c(O)cc(C)n(C)c2=O)c1
56	11	3	60*	4	34*	27	40*	66*	COc1ccc(-c2nc(-c3nnn(Cc4ccc(F)cc4)c3C)no2)c(OC)c1
57	-9	-34	-14	-32	-115	-92	-102	-413	O=C(NCC1CCCO1)C1CCCN(c2cnc3nccnc3c2)C1 (stereo not drawn)
58	2	1	0	4	2	10	0	11	Cc1nc(-c2ncc(C)[nH]2)cc(C2CCCCN2C(=O)C(C)(C)C)n1 (stereo not drawn)
59	-6	-14	23	-18	-5	-22	-22	-130	Cc1cc(=O)n2c(n1)NC(N1CCOCC1)=NC2c1cccc(O)c1 (stereo not drawn)
60	2	-3	-5	-6	-11	1	-1	1	O=C(C1CC1)N1CCCCCC1C1CCN(c2ncnc3sccc23)CC1 (stereo not drawn)
61	-1	-2	-1	2	6	-3	-1	5	Cc1ccc2c(COC(=O)c3ccc4c(c3)OCO4)cc(=O)oc2c1C
62	5	0	27	6	-46	-34	-26	-154	COc1ccc(-c2cnc3nc(NCCO)nc(N)c3n2)cc1
63	8	1	8	2	16	15	5	34*	CO[C@@H]1C[C@@H](C[C@H]2CC[C@H](C)[C@H]([C@@H](C)C(=O)O)O2)O[C@]2(O[C@](C)([C@H]3CC[C@@](C)([C@@H]4O[C@@H]([C@H]5O[C@](C)(O)[C@H](C)C[C@@H]5C)C[C@@H]4C)O3)C[C@H]2C)[C@@H]1C
64	6	2	25	3	-4	5	-2	-111	COC(=O)c1ccc(C)c(NC(=O)c2nn(Cc3ccccc3)c(=O)c3ccccc23)c1
65	11	1	-16	0	44*	37*	23	39*	COc1ccccc1/C=C/C(=O)Nc1nc2n(n1)C(c1ccc(Cl)cc1)CC(=O)N2 (stereo not drawn)
66	-5	-1	-8	-11	-15	-10	12	-61	Clc1ccc2c(c1)nc1n2CCN(Cc2ccco2)C1
67	0	8	0	3	5	0	-3	-10	COc1cc(CN2C[C@@H](c3ccc(F)cc3)[C@H](c3cc(C(F)F)n[nH]3)C2)cc(OC)c1
68	5	5	-10	9	60*	7	18	71*	OCCNc1nc(-c2ccccc2)nc2c1oc1ccccc12
69	1	3	0	3	9	4	14	0	COc1ccc(-c2cncc(C3CNCCO3)n2)cc1 (stereo not drawn)
70	-2	5	6	7	10	6	4	9	O=C(CSc1nnc(NC(=O)C23CC4CC(CC(C4)C2)C3)s1)Nc1ccccc1F
71	1	-2	-1	-137	-1	-5	-6	0	CCN1CC(c2nc3ccccc3n2Cc2cccc(Cl)c2)CC1=O (stereo not drawn)
72	1	-2	-14	1	-11	-4	-1	-13	COCCN1C(=O)c2ccccc2C(C(=O)NCCc2ccccc2)C12CCCCC2 (stereo not drawn)
73	-1	3	4	0	-18	0	·	·	COCCN1Cc2cccc(C(=O)Nc3cccc(C(C)=O)c3)c2C1=O
74	1	-4	0	3	6	-4	-5	1	CC(C)c1noc(-c2ccc(-n3cnc(C(=O)NC4CC4)c3)nc2)n1
75	0	-3	16	3	16	16	0	13	CCN(CC)c1ccc2nnc(CCC(=O)N3CCOCC3)n2n1
76	0	0	14	-6	29	20	17	59*	COCCNC(=O)Cn1c(=O)n(Cc2ccccc2)c(=O)c2c3c(sc21)CCC3
77	-10	-74	-91	-70	-134	-92	-229	i	COc1ccc(C2c3[nH]c4ccccc4c3C[C@H]3C(=O)N(c4ccc(C(=O)NCCc5ccccc5F)cc4)C(=O)N23)cc1 (stereo partly drawn)
78	5	0	2	6	26	5	0	7	O=C(Nc1ccc2ccccc2n1)Nc1ccccc1F
79	3	0	2	1	0	7	7	-4	Cc1cc(NC(=O)c2sc(C3COc4ccccc4O3)nc2C)no1 (stereo not drawn)
